Compound activity deposited in PubChem BioAssay by several laboratories.
MITF TRPM1 inh: reduces MITF-dependent TRPM1 promoter luciferase signal. SK-MEL-5 TRPM1 promoter luciferase, 24 h. inhibition, % at 12.5 µM. actives 0.83% (n = 330,000). AID 488899;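 active = mean inhibition across replicates of 60% or more, whatever share of single replicates reaches that level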; also: values of inactives mirror those of a sister screen read the other way
HIF-2a inh: HIF-2a inhibition; 786-0 RCC cells HIF-2a reporter, luciferase luminescence, overnight; inhibition, % at 18.8 µM; actives 0.72% (n = 360,000); AID 624352;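 active = inhibition of the luminescence signal of 40% or more relative to plate controls, in a single-dose primary screen at 18.75 µM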
Shn3 3UTR inh: inhibitors of Schnurri-3 3'UTR reporter in osteoblasts; Clone20 osteoblast Shn3 3'UTR firefly luciferase, 24 h; inhibition, % at 12.5 µM; actives 0.52% (n = 360,000);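 active = mean inhibition of at least 75% with every replicate also reaching 75%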;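 also: 0% = median of neutral control wells and 100% = pilot-screen positive control compound; some compounds past the cut are filed as inactive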
NR2E3 ag-1: activates human NR2E3 receptor. Q9Y5X4. CHO-S Gal4-NCOR/VP16-NR2E3 two-hybrid, luciferase. inhibition of corepressor binding, % at 3.98 µM. actives 0.35% (n = 360,000). AID 602229;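 active = inhibition above the mean of all tested compounds plus 3 SD, cut at about 70% in these data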;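 also: 0% = DMSO with NR2E3 transfected cells and 100% = cells lacking NR2E3 construct; higher means lower luciferase signal from less NR2E3 corepressor binding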
Target sequence (Q9Y5X4 whole entry, looked up, the tested form may be a part): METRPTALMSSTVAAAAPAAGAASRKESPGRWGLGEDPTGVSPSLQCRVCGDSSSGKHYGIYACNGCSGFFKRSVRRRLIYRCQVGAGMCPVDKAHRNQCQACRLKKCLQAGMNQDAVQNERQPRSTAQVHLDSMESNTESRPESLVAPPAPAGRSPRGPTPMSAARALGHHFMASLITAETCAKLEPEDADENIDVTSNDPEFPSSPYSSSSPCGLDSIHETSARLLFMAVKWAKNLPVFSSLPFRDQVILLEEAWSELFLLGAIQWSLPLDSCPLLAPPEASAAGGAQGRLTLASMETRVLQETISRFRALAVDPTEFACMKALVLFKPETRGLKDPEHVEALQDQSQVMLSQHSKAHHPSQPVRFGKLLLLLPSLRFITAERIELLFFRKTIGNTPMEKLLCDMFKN
CaV13 FRET inh: Primary screen for inhibitors of IQ motif and Ca2+-dependent inactivation inhibitor domain binding in CACNA1D, Förster resonance energy transfer in living cells, … | inhibition, % at 12.3 µM | HEK cells, CFP/YFP FRET ICDI-IQ, plate reader, 10 min; percent FRET-ratio fall versus neutral wells | actives 0.098% (n = 340,000);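 active = mean replicate inhibition of at least 30% and at least 1% of replicates passing that level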;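 also: 0% = median of the neutral control wells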
PDI turbidity: inhibitors of human protein disulfide isomerase; actives 0.052% (n = 350,000); P07237; PDI insulin aggregation turbidity, A650, 90 min; inhibition, % at 10 µM;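 active = mean inhibition across replicates of 30% or more, whatever share of single replicates reach that level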;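 also: absorbance from insulin aggregation driven by PDI reduction with DTT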
Target sequence (P07237 whole entry, looked up): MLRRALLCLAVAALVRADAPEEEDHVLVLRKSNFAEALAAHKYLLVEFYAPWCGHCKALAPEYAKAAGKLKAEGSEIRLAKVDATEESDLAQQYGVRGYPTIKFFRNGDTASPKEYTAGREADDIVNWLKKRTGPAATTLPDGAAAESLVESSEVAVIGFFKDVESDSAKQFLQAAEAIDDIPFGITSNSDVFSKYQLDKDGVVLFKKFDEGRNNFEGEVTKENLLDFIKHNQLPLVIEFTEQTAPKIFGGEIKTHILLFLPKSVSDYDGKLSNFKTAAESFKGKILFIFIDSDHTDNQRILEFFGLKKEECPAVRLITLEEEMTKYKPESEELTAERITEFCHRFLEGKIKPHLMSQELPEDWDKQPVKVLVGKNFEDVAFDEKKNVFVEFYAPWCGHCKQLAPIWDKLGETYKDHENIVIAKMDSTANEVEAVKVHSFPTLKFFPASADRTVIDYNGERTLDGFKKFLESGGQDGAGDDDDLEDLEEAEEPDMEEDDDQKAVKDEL
Peg3 prom inh: Peg3 promoter activity inhibition; inhibition, % at 20 µM; actives 1.7% (n = 360,000); HeLa PEG-Prom luciferase reporter, luminescence, overnight;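 active = inhibition of at least 50% at 20 µM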
KKLEB tox: CF airway cell cytotoxicity counter-screen. actives 0.36% (n = 360,000). KKLEB CF airway cells viability, ATPlite luminescence, overnight; hits give low values; cells stimulated with P. aeruginosa culture filtrate. activity change (cytotoxicity), % at 5 µM;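 active = corrected activity change at or below -50% at 5 µM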
CF NFkB block: cystic fibrosis NF-kB activation inhibition. KKLEB NF-kB-GFP reporter, PAF-induced, GFP fluorescence overnight. inhibition, % at 5 µM. actives 0.86% (n = 360,000). AID 588850;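 active = at least 50% inhibition at 5 µM, scaled per plate between neutral and stimulator controls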;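 also: PAF is a Pseudomonas aeruginosa culture filtrate used as stimulus; plate controls were PAF-stimulated DMSO wells for no effect and unstimulated DMSO wells for full effect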
Vif inh: inhibitors of HIV Vif | HEK293T cells, Vif self-association by quenched fluorescence, imaging, 24 h | inhibition, % at 7.49 µM | actives 0.35% (n = 340,000); in the data active = inhibition above about 50%, passing the limit was not always enough; also: some results filed as inactive read as strong as hits
NR2E3 ag-2: activates human photoreceptor nuclear receptor NR2E3; GST-NR2E3/biotin-RetCOR TR-FRET, 1536-well; Q9Y5X4; actives 0.12% (n = 320,000); inhibition of corepressor binding, % at 4.78 µM; AID 2300;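 active = percent inhibition above the cutoff of mean plus 3 SD of all tested compounds, set per screening campaign, cut at about 20% in these data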;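 also: 0% = DMSO wells and 100% = biotin wells as full block of FRET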
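Assay system: NR2E3–RetCOR corepressor complex. Quantity: 1.35 nM GST-NR2E3. Buffer or medium: pH 7.5 Tris-based buffer. Reagent: biotinylated RetCOR corepressor at 7 nM final. Schedule: 5 h at 4 °C. Detection: TR-FRET, emission read at 617 and 671 nm. Replicates: one well per compound, singlicate testing.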
An asterisk follows results filed as active; . = not tested or not shown.

Under each structure: MITF TRPM1 inh	HIF-2a inh	Shn3 3UTR inh	NR2E3 ag-1	CaV13 FRET inh	PDI turbidity	Peg3 prom inh	KKLEB tox	CF NFkB block	Vif inh	NR2E3 ag-2
CC12C(=O)N(NC(=O)c3ccncc3)C(=O)C1C1C=CC2C1 (configuration not stated)
  -16	7	-24	-7	-5	19	7	-12	-2	-6	-4
Cc1nc(NCC2CCCO2)c2nnn(Cc3c(F)cccc3Cl)c2n1 (configuration not stated)
  7	21	7	-5	0	5	11	-17	9	2	4
O=C(Nc1ccc(Cl)cc1)C1c2cccc[n+]2CC(=O)N1Cc1ccc2c(c1)OCO2 (configuration not stated)
  10	-20	-15	-14	-7	-3	-29	-2	-8	0	4
O=C(CC12CC3CC(CC(C3)C1)C2)NCc1ccncc1
  1	-6	2	-2	-8	5	3	-9	10	-5	2
CCCCNc1nc(N)nc(-c2cc(Cl)ccc2O)n1
  -19	-184	-80	-71	-3	-4	33	-27	82*	.	3
NC(N)=NC1=NC(=O)C(Cc2ccccc2)S1 (configuration not stated)
  -8	-23	-9	9	-15	0	-8	7	16	-16	6
Cc1ccc(F)cc1NC(=O)CCNC(=O)c1ccc([N+](=O)[O-])cc1
  -4	11	-18	-37	-3	9	12	5	-3	15	3
C=CCSc1nc(-c2ccc3c(c2)OCO3)cc(C(F)(F)F)c1C#N
  27	-3	23	-8	-11	11	24	12	-14	.	-2
C#CC(=O)CC1(CN(Cc2ccccc2)C(=O)OC(C)(C)C)CCCCC1
  5	44*	21	-4	-6	-1	60*	-104*	84*	.	.
CCOc1cc(/C=N\NC(=O)c2ccc(C)nc2)cc([N+](=O)[O-])c1O
  8	8	-12	-21	-7	4	0	3	9	-7	-3
CC1CCc2nn(CC(=O)N3CCN(C(=O)c4ccco4)CC3)cc2C1 (configuration not stated)
  3	6	7	-1	-1	.	5	0	-13	18	4
O=C(c1c(O)c2ccccc2oc1=O)C1CCC1
  8	13	-3	-10	.	-7	3	-18	7	7	0
COc1ccc(NC(=O)/C=N/O)cc1
  -7	-4	6	-12	-6	-1	0	10	4	3	4
C[C@@H]1CN([C@H](C)CO)C(=O)c2c(c3ccccc3n2C)-c2ccccc2CO[C@@H]1CN(C)C(=O)Nc1ccc2c(c1)OCO2
  .	-16	4	-2	-7	3	1	-32	1	2	.
CNC(=O)c1ccsc1NC(=O)c1coc2ccccc2c1=O
  .	-54	3	2	-7	7	-19	-1	15	7	3
Cc1cnc(NS(=O)(=O)c2ccccc2)c(C)n1
  -1	11	2	10	-19	12	18	-9	11	1	-1
O=C(CSc1nnnn1-c1ccccc1)CC(=O)Nc1ccc(Cl)cc1
  8	-24	11	-35	-2	2	15	12	5	-5	9
O=C(Nc1cc(Cl)c(Cl)cc1Cl)c1cccnc1
  -5	-39	-12	5	9	-5	6	-6	-2	-1	3
COc1cccc(C(=O)NN=C2CCCC2)c1
  7	-15	-7	-17	.	-1	2	-1	-15	16	-1
O=C(COC(=O)Cc1ccsc1)NNC(=O)c1ccccc1
  -3	10	-10	0	-6	-6	-9	26	2	2	.
Cn1c(=O)c2c(nc(-n3ccnc3)n2Cc2ccccc2)n(C)c1=O
  -2	20	-1	6	-5	-7	19	4	-5	-14	5
O=CNc1cc(-c2ccccc2)cn2c(-c3ccc(F)c(Cl)c3)cnc12
  .	-13	9	-26	-10	3	10	-16	0	-2	.
COc1ccc(C2=Nn3c(nnc3-c3ccccc3Cl)SC2)cc1OC1CCOC1 (configuration not stated)
  -4	-94	-12	-92	-6	-1	-49	-25	38	1	.
COc1ccccc1OCCCn1cc(C#N)c2ccccc21
  8	-110	-3	-51	.	4	-26	-13	11	-11	1
CN1C(N)=NC(=O)/C1=C/c1ccc(OC(F)(F)F)cc1
  -4	-23	-6	-19	-4	2	-17	13	-4	9	-1
O=C(COc1ccc2ccc(=O)oc2c1)N1CCN(C(=O)C2COc3ccccc3O2)CC1 (configuration not stated)
  -6	1	-5	-26	-2	8	-9	30	-20	-1	-2
Cc1nc2cccc(C(=O)Oc3ccc([N+](=O)[O-])cc3)c2o1
  -7	15	2	-35	-7	-3	17	-1	-16	-6	-1
CN(C(=O)COC(=O)c1cc(S(=O)(=O)N2CCOCC2)c(Cl)cc1Cl)C1CCS(=O)(=O)C1 (configuration not stated)
  -4	6	-9	-19	-1	-3	16	-1	-3	.	0
O=C(O)CCCNC(=O)c1cccc(C(=O)NCCCC(=O)O)n1
  -4	10	-2	-5	-6	3	4	-11	5	15	0
O=C(CSc1nnc(CNC(=O)C23CC4CC(CC(C4)C2)C3)n1-c1ccccc1)Nc1ccc(F)cc1
  4	26	-2	14	-14	-17	3	-1	3	-2	-3
FC(F)(F)c1cc(-c2cccs2)n[nH]1
  -2	-3	-7	-14	-5	5	8	-2	2	.	-1
CCCOc1ccc2oc(=O)c3c(c2c1)CCCN3C(=O)CN(C)Cc1ccccc1
  -8	20	2	-13	-4	7	19	-20	-3	-7	-3
CN1CCN(NC(=O)c2ccc(COc3ccccc3Br)o2)CC1
  -5	-10	-2	-2	6	0	-10	-2	10	0	-2
C[C@@H]1CN([C@@H](C)CO)S(=O)(=O)c2ccc(C#Cc3cccc(F)c3)cc2O[C@@H]1CN(C)CC1CC1
  .	7	-36	15	-7	2	-1	-14	17	19	.
Cc1nnc(SCC(=O)NC(C)c2ccccc2)[nH]c1=O (configuration not stated)
  0	18	-4	-25	.	11	1	9	-14	-8	-1
Cc1ccc(NC(=O)C2CCN(S(=O)(=O)c3cccs3)CC2)c(O)c1
  8	7	13	6	-6	6	10	-6	10	.	-1
CCCc1nn(C)c(C(=O)Nc2ccc3ccccc3c2)c1Cl
  -46	-281	-87	-201	-4	2	-310	22	0	0	-2
COc1ccc(CCNC(=O)Cc2nn(C)c(=O)c3ccccc23)cc1OC
  15	16	6	7	-5	10	8	7	-18	-6	-1
Cc1ccc2nc(NC(=O)c3ccc(NS(=O)(=O)c4cccs4)cc3)sc2c1
  8	-147	-3	-44	0	4	-80	0	-22	2	1
CC1Cc2cc(S(=O)(=O)N3CCCC(C(=O)N4CCCCC4)C3)ccc2N1C(=O)C1CC1 (configuration not stated)
  7	2	-12	-21	-12	6	12	-2	-7	6	0
COc1ccccc1N(CC(=O)NCc1ccccn1)S(C)(=O)=O
  2	1	-16	-21	-8	-2	3	16	2	.	2
Cc1n[nH]c(=O)c2c(NC(=O)CSc3nnc(C4CC4)n3C)oc(C)c12
  13	16	-2	13	-4	-4	10	6	-1	17	-1
CC[C@@]12C(=O)N(c3cccc(Cl)c3)C(=O)N1[C@H](c1ccc(Br)cc1)[C@@H]1C(=O)N(C(C)(C)C)C(=O)[C@@H]12
  -12	-15	2	-21	-11	-6	-6	3	4	10	1
COc1ccc(NC(=O)c2cccc(Oc3ccc([N+](=O)[O-])cc3Cl)c2)cc1
  10	-30	13	-18	-13	10	12	-16	31	-1	0
O=C(NNC(=O)c1cccc(Cl)c1)NNC(=O)c1cccc(Cl)c1
  -4	6	-6	29	-6	0	14	-8	19	19	.
Cc1cc(C)c(S(=O)(=O)Nc2ccccc2C(=O)N2CCCC2)c(C)c1
  7	3	2	0	-6	1	15	13	-7	0	2
CCOC(=O)N1CCN(C(=O)COC(=O)c2cc(Cl)cc(Cl)c2)CC1
  7	6	-4	-4	-5	2	-10	5	3	-23	.
O=C(Nc1cscc1S(=O)(=O)c1ccccc1)c1ccccc1Cl
  -2	-3	12	-6	-2	0	11	4	4	-2	-4
COc1ccc2[nH]c(O)c(N=NC(=O)c3ccc(NS(=O)(=O)c4cccs4)cc3)c2c1
  -41	-68	-33	-23	-16	-7	-33	-13	6	-2	0
COc1ccc(N(CC(O)CN2CCOCC2)S(=O)(=O)c2ccccc2)cc1 (configuration not stated)
  9	7	5	-15	-5	0	9	-5	5	29	1
O=c1[nH]c2cc(C(F)(F)F)ccc2n1-c1cc(C(F)(F)F)ccc1O
  10	23	-8	11	-5	-15	-4	33	6	4	2
CCOC(=O)C1=C(O)/C(=C\c2sccc2C)N=C1C
  -3	18	19	1	-4	7	0	1	4	-2	-5
CCOc1cc(/C=N\NC(=O)c2c(C)nc3ccccn23)ccc1O
  -6	12	2	-16	-2	1	2	-8	15	11	-1

At a glance, 2 of the compounds above:
Under each structure: MITF TRPM1 inh	HIF-2a inh	Shn3 3UTR inh	NR2E3 ag-1	CaV13 FRET inh	PDI turbidity	Peg3 prom inh	KKLEB tox	CF NFkB block	Vif inh	NR2E3 ag-2
C[C@@H]1CN([C@H](C)CO)C(=O)c2c(c3ccccc3n2C)-c2ccccc2CO[C@@H]1CN(C)C(=O)Nc1ccc2c(c1)OCO2
  .	-16	4	-2	-7	3	1	-32	1	2	.
CNC(=O)c1ccsc1NC(=O)c1coc2ccccc2c1=O
  .	-54	3	2	-7	7	-19	-1	15	7	3

Structures from the list above that have an aryl methoxy group (nine):
Under each structure: MITF TRPM1 inh	HIF-2a inh	Shn3 3UTR inh	NR2E3 ag-1	CaV13 FRET inh	PDI turbidity	Peg3 prom inh	KKLEB tox	CF NFkB block	Vif inh	NR2E3 ag-2
COc1ccc(NC(=O)/C=N/O)cc1
  -7	-4	6	-12	-6	-1	0	10	4	3	4
COc1cccc(C(=O)NN=C2CCCC2)c1
  7	-15	-7	-17	.	-1	2	-1	-15	16	-1
COc1ccc(C2=Nn3c(nnc3-c3ccccc3Cl)SC2)cc1OC1CCOC1 (configuration not stated)
  -4	-94	-12	-92	-6	-1	-49	-25	38	1	.
COc1ccccc1OCCCn1cc(C#N)c2ccccc21
  8	-110	-3	-51	.	4	-26	-13	11	-11	1
COc1ccc(CCNC(=O)Cc2nn(C)c(=O)c3ccccc23)cc1OC
  15	16	6	7	-5	10	8	7	-18	-6	-1
COc1ccccc1N(CC(=O)NCc1ccccn1)S(C)(=O)=O
  2	1	-16	-21	-8	-2	3	16	2	.	2
COc1ccc(NC(=O)c2cccc(Oc3ccc([N+](=O)[O-])cc3Cl)c2)cc1
  10	-30	13	-18	-13	10	12	-16	31	-1	0
COc1ccc2[nH]c(O)c(N=NC(=O)c3ccc(NS(=O)(=O)c4cccs4)cc3)c2c1
  -41	-68	-33	-23	-16	-7	-33	-13	6	-2	0
COc1ccc(N(CC(O)CN2CCOCC2)S(=O)(=O)c2ccccc2)cc1 (configuration not stated)
  9	7	5	-15	-5	0	9	-5	5	29	1
